FUS yeast rescue: rescues growth of FUS-expressing yeast; S. cerevisiae FUS-expressing, growth rescue, OD600, 24 h; Potency, µM (series often up to 76.6 µM), for the others: at the top dose growth rescue (activation), hits mostly activators; AID 1347120; hit rate 0.24% among 390,000; active = well fitted activation curve with a large enough effect; inconclusive = small, poorly fitted or top-dose-only effect; inactive = no such curve, though single readings can be large or run the other way;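 also: plate controls were DMSO vehicle for no effect and reference control for full effect; nearly all actives have a fitted effect of over 55% in size; some results filed as inactive show a strong effect at the top dose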
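Restored growth of FUS-toxic S. cerevisiae, read as 600 nm absorbance after 24 h at 30C in galactose medium (starting OD 0.005). Controls CP55940 and DMSO.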
* = called active by the depositor; ? = inconclusive. Potency is read from the fitted curve at half-maximal effect. The list is partial; count on the stated rates, not on these rows.

Sample of the layout, four compounds:
SMILES	FUS yeast rescue
O=C(NC1CCCCN(Cc2ccc(OC(F)(F)F)cc2)C1=O)c1cccc(C(F)(F)F)c1 (stereo unspecified)	10%
COc1ccc(CC(=O)NC2CCCCN(Cc3ccc(Cl)cc3)C2=O)cc1OC (stereo unspecified)	15%
COC(=O)[C@H]1C[C@@]2(C#N)c3ccccc3N(C(=O)OC(C)(C)C)[C@H]2N1C(=O)OC(C)(C)C	32%
COc1cccc(NC(=O)NC2CCCCN(Cc3ccc(C)cc3)C2=O)c1 (stereo unspecified)	4%

Results, previewed entries included:
SMILES	FUS yeast rescue
O=C(NC1CCCCN(Cc2ccc(OC(F)(F)F)cc2)C1=O)c1cccc(C(F)(F)F)c1 (stereo unspecified)	10%
COc1ccc(CC(=O)NC2CCCCN(Cc3ccc(Cl)cc3)C2=O)cc1OC (stereo unspecified)	15%
COC(=O)[C@H]1C[C@@]2(C#N)c3ccccc3N(C(=O)OC(C)(C)C)[C@H]2N1C(=O)OC(C)(C)C	32%
COc1cccc(NC(=O)NC2CCCCN(Cc3ccc(C)cc3)C2=O)c1 (stereo unspecified)	4%
COc1cc(C=Nn2c(-c3n[nH]c4c3CCC4)n[nH]c2=S)ccc1OCc1ccccc1	32%
CC(C)[C@H]1/C(=C/C2CC2)N2C(=O)C[C@H](c3ccccc3)N=C2N1C	-4%
C=Cc1ccc(C(=O)N(Cc2ccc(F)cc2)C(C(=O)N(C)C2CCCC2)c2ccc(OC)c(OC)c2)cc1 (stereo unspecified)	?
COc1cc(O)c([C@@H](CC(=O)N2CC(C)CC(C)C2)c2ccc3c(c2)OCO3)c(OC)c1 (stereo partly specified)	25µM*
Cc1ccc(-n2c(SCc3cccc(F)c3)nnc2-c2cccc(C)c2)cc1	?
O=C(NCCN1CCC(Cc2ccccc2)CC1)C1CCCN(S(=O)(=O)c2cccs2)C1 (stereo unspecified)	11%
CCC[C@H]1[C@H](N)CC[C@@]23CCCN2C(=O)CCC[C@@H]13	-3%
Cc1ccc(C)c(NC(=O)C2CCCN2S(=O)(=O)c2cccc3cccnc23)c1 (stereo unspecified)	21%
C=CCN(Cc1ccc(OC)cc1OC)C(C#Cc1ccccc1)c1ccccc1 (stereo unspecified)	0%
O=C(NCCCc1ccccc1)C1CCN(c2nc(-c3ccc(Br)cc3)cs2)CC1	?
C=C(C)Cn1c(SCC(=O)N/N=C(\C)c2ccc([N+](=O)[O-])cc2)nnc1-c1ccc(Br)cc1	2%
COCCCNC(=O)C[C@H]1C[C@@]2(C(=O)OC)C(=C[C@H](C(C)C)O[C@@H]2C2CC2)N(CCc2ccc(OC)c(OC)c2)C1=O	32%
O=C(Nc1ccccc1)OCCN1C(=O)CCC12CCC(c1ccc(Cl)cc1)CC2 (stereo unspecified)	1%
O=[N+]([O-])c1ccc2nc(COCc3nc4ccccc4[nH]3)[nH]c2c1	-9%
COCCCNC(=O)C[C@H]1C[C@@]2(C(=O)OC)C(=C[C@H](C(C)(C)C)O[C@@H]2C)N(Cc2ccco2)C1=O	16%
S=C(Nc1ccccc1Br)OCCN1CCCC12CCC(c1ccccc1)CC2 (stereo unspecified)	14%
COCCN1C(=O)C2=C(C1=O)C1N(C)c3ccccc3[C@@]13C[C@@H](CO)N(C(C)=O)C3=N2 (stereo partly specified)	2%
CC(C)CCNC(=O)C1CCCN(C(=O)c2ccc3c(c2)NC(=O)CS3)C1 (stereo unspecified)	22%
Nc1nc2ncccc2cc1C(=O)C1=C(c2ccccc2)Cc2ccccc21	-3%
CCCCNC(=O)C[C@@H]1C(=O)N(Cc2ccc(OC)cc2)C2=CCN(C(=O)OC(C)(C)C)C[C@]21C(=O)OCC	?
COC(=O)[C@]12C[C@H](CC(=O)NCc3ccc(OC)c(OC)c3)C(=O)N(Cc3ccco3)C1=C[C@H](C(C)(C)C)O[C@@H]2C	?
COC(=O)[C@]12CCCCC=C1N(Cc1ccc(OC)cc1)C(=O)[C@@H]2CC(=O)NCc1cccs1	?
COCCCNC(=O)C[C@H]1C[C@@]2(C(=O)OC)C(=C[C@H](COCc3ccccc3)O[C@@H]2C)N(Cc2ccc(Cl)cc2Cl)C1=O	?
CCOc1ccc(-n2c(SCC(=O)Nc3ccccc3-c3ccccc3)nnc2-c2ccccc2)cc1	?
CCOC(=O)[C@@]12CCC3=C1N(CCC3)C(=O)[C@H](CC(=O)NCCCN1CCCC1=O)C2	13%
CCC(=O)Nc1ccc2c(c1)C(=O)N(C)[C@@H]1CC[C@@H](CC(=O)NCc3ccc(OC)cc3)O[C@H]1CO2	7%
CN1CCC(N[C@@H](Cc2c[nH]c3ccccc23)C(=O)NCC(c2ccccc2)c2ccccc2)(C(=O)NC2CCCCC2)CC1	38%
CCCCCCCCN1CN2Cc3ccccc3C2CS1(=O)=O (stereo unspecified)	15%
CCCCN(C)c1c2c(nc3ncnn13)CCCC2	17%
CCN(C)C(=O)CN1C(=O)C2CCCCN2C(=O)c2ccccc21 (stereo unspecified)	4%
O=C(CN(CCc1ccccc1)S(=O)(=O)c1ccc(Cl)s1)N1CCOCC1	?
O=C(NCCc1c[nH]c2ccccc12)OCc1cn(Cc2ccccc2F)nn1	6%
CCn1c2ccccc2c2cc(C=Nn3c(-c4ccccc4C)n[nH]c3=S)ccc21	?
c1cncc(CNc2ccnc(-c3ccc4c(c3)OCO4)n2)c1	-6%
COc1cccc(N2CCN(CC(=O)N(C)Cc3ccc(F)cc3)CC2)c1	13%
O=C1N(Cc2ccccc2)c2ccccc2C12CCCc1sc(CCc3ccccc3)nc12 (stereo unspecified)	33%
CC(C)CNS(=O)(=O)CC1NCc2cc3c(cc21)OCO3 (stereo unspecified)	-1%
CCS(=O)(=O)Nc1ccc2c(c1)C(=O)N(C)[C@@H]1CC[C@H](CC(=O)N[C@@H]3CCN(Cc4ccccc4)C3)O[C@H]1CO2	1%
Cc1ccc(S(=O)(=O)N2c3ccccc3C[C@H]2CC=C(c2ccccc2)c2ccccc2)cc1	4%
CS(=O)(=O)N[C@@H]1C[C@@H]2O[C@H](CO)CC[C@@H]2O[C@@H]1CCc1ccc(/C=C/c2ccccc2)cc1	25%
Cc1ccc2c(c1)C1CS(=O)(=O)N(Cc3ccccc3)C(=O)N1C2 (stereo unspecified)	-30%
C=CCN1C(=O)[C@H](CC(=O)N2CCC(c3ccccc3)CC2)[C@@]2(C(=O)OCC)CCCC=C12	29%
CCC[C@H]1[C@@H](NC(=O)c2cccnc2)CC[C@@]23CCCN2C(=O)CCC[C@@H]13	-4%
O=C(NCCc1ccccc1)OCc1cn(-c2ccc(Cl)cc2)nn1	-2%
C=CCN1C(=O)[C@H](CC(=O)N2CCCCC2)[C@@]2(C(=O)OCC)CCCC=C12	-7%
COC(=O)[C@]12C[C@H](CC(=O)NCc3ccc(OC)c(OC)c3)C(=O)N(Cc3cccc4ccccc34)C1=C[C@H](C(C)C)O[C@@H]2C1CC1	?

Later entries:
SMILES	FUS yeast rescue
CCCCCCCCN1C(=O)[C@@H](CC(=O)NCc2cccs2)C[C@@]2(C(=O)OC)C1=C[C@H](C(C)C)O[C@@H]2C1CC1	?
COC(=O)C(CN)CN1C(=O)c2ccccc2C1=O (stereo unspecified)	-1%
O=C(NCCc1ccccc1)OCc1cn(Cc2cccc(C(F)(F)F)c2)nn1	?
CCOC(=O)N1CCN(C(=O)C[C@H]2C[C@@]3(C(=O)OC)C(=C[C@H](C(C)(C)C)O[C@@H]3C)N(CCc3ccc(OC)c(OC)c3)C2=O)CC1	44%
COC1=C[C@H](C(=O)NCc2ccc(Cl)cc2)C(C)C(c2ccccc2)CC1=O (stereo partly specified)	22%
C[C@@H]1/C=C/CC(=O)N2[C@H](CC(=O)N[C@@H]1c1ccccc1)C[C@@H](C)[C@H]2c1ccccc1	15%
O=C(CCCCCN1C(=O)C2C3C=CC(C3)C2C1=O)Nc1ccc(Cl)cc1 (stereo unspecified)	19%
CCc1ccc(CCNC(=O)OC2CCC23CCC(c2ccccc2)CC3)cc1 (stereo unspecified)	-2%
CCOC(=O)[C@@]12CCCC3=C1N(CCC3)C(=O)[C@H]2CC(=O)NCc1ccccc1	7%
O=C(CSc1nnc(COc2ccccc2)n1Cc1ccco1)Nc1ccc(OCc2ccccc2)cc1	7%

Reformatted with bars between the fields: entries from further up.
smiles | FUS yeast rescue
C=CCN1C(=O)[C@H](CC(=O)N2CCCCC2)[C@@]2(C(=O)OCC)CCCC=C12 | -7%
COC(=O)[C@]12C[C@H](CC(=O)NCc3ccc(OC)c(OC)c3)C(=O)N(Cc3cccc4ccccc34)C1=C[C@H](C(C)C)O[C@@H]2C1CC1 | ?
CCCCCCCCN1C(=O)[C@@H](CC(=O)NCc2cccs2)C[C@@]2(C(=O)OC)C1=C[C@H](C(C)C)O[C@@H]2C1CC1 | ?
COC(=O)C(CN)CN1C(=O)c2ccccc2C1=O (stereo unspecified) | -1%
O=C(NCCc1ccccc1)OCc1cn(Cc2cccc(C(F)(F)F)c2)nn1 | ?
CCOC(=O)N1CCN(C(=O)C[C@H]2C[C@@]3(C(=O)OC)C(=C[C@H](C(C)(C)C)O[C@@H]3C)N(CCc3ccc(OC)c(OC)c3)C2=O)CC1 | 44%

(next part)
SMILES	FUS yeast rescue
Cc1cc(C)cc(NC(=O)C2(C(=O)C3CC3)CC(c3ccccc3C(F)(F)F)=NO2)c1 (stereo unspecified)	35%
COC(=O)[C@]12C[C@H](CC(=O)N3CCN(C(=O)C4CC4)CC3)C(=O)N(Cc3cccc4ccccc34)C1=C[C@H](C(C)(C)C)O[C@@H]2C	-8%
O=S(=O)(c1ccccc1)N1CCN(S(=O)(=O)c2ccc3c(c2)OCCO3)CC1	-5%
CN1CCC(N[C@@H](Cc2ccccc2)C(=O)NCC(c2ccccc2)c2ccccc2)(C(=O)NC2CCCCC2)CC1	?
Cc1ccccc1C1CCC2(CCC(=O)N2CC[C@@H](O)c2ccccc2)CC1 (stereo partly specified)	26%
Fc1cccc(CNC(=S)OC2CCC23CCC(c2ccccc2)CC3)c1 (stereo unspecified)	-8%
FC(F)(F)c1ccc(Cn2ccc3ccc(-c4ccc5ccn(Cc6ccc(C(F)(F)F)cc6)c5c4)cc32)cc1	17%
c1ccc(C2CCC3(CC2)CCC3NCc2cccs2)cc1 (stereo unspecified)	-5%
Nc1[nH]c2cc(Cl)ccc2c1C(=O)N1CCOCC1	-8%
COc1ccc(S[C@]2(C(=O)N3CCOCC3)CC(=O)N(c3ccc(C#N)cc3)[C@@H]2c2ccc(OC)cc2)cc1	?
O=C(Nc1cc(Cl)ccc1F)C1CCCN1S(=O)(=O)c1cccc2cccnc12 (stereo unspecified)	5%
CC(C)(C)c1ccc(S(=O)(=O)N2CCC(C(=O)NCc3cccs3)CC2)cc1	14%
C=CCN1C(=O)[C@H](CC(=O)NCc2ccc(OC)c(OC)c2)[C@@]2(C(=O)OCC)CCCC=C12	-4%
C#CCNC(=O)C[C@@H]1C[C@@](CCC(=O)OCC)(C(=O)OCC)C2=CCCCN2C1=O	-7%
COCCCNC(=O)C[C@H]1C[C@@]2(C(=O)OC)C(=C[C@H](C3CCCC3)O[C@@H]2C)N(Cc2ccco2)C1=O	9%
COCCCN1C(=O)[C@H](CC(=O)NCC2CCCCC2)[C@]2(C(=O)OC)CCCCC=C12	12%
O=C(CSc1nnc(-c2ccccc2)n1-c1ccc(Cl)cc1)c1ccccc1Br	?
N#Cc1cccc(NC(=O)OCCN2C(=O)CCC23CCC(c2ccc(Cl)cc2)CC3)c1 (stereo unspecified)	-7%
Cc1ccccc1Cn1cc(CN2[C@@H](CC(C)C)COc3cccc(F)c3S2(=O)=O)nn1	8%
CC(C)(C)NC(=O)[C@@H](c1cccnc1)N(C(=O)c1ccco1)c1ccc(C(C)(C)C)cc1	32%
C[C@H]1COc2cc(N3CCCC3)ccc2S(=O)(=O)N1C	-18%
Cc1cc(C)cc(-c2c(C(=O)c3ccccc3)[nH]c(N)c2C(=O)NCCc2c[nH]c3ccccc23)c1	?
O=C(NC1CCCCN(Cc2ccc(Cl)cc2)C1=O)c1cccc(C(F)(F)F)c1 (stereo unspecified)	37%
CCOC(=O)[C@@]12CN(C(=O)OC(C)(C)C)CC=C1N(Cc1ccc(OC)cc1)C(=O)[C@H]2CC(=O)N1CCN(C(=O)C2CC2)CC1	?
COC(=O)C1CN(C2CCCC2)CCS(=O)(=O)N1Cc1ccc(F)cc1 (stereo unspecified)	2%
Cc1ccc(-c2c(NC(=O)Nc3ccc(F)cc3)nc3ncccn23)cc1	20%
COC(=O)C1CCN(C(=O)C2CC(=O)N(c3ccc(OC)cc3)C2c2ccc(OC)cc2)CC1 (stereo unspecified)	25%
COC(=O)c1cccc(Cn2ccc3ccc(-c4ccc5ccn(C(=O)C6CCC6)c5c4)cc32)c1	33%
COC(=O)[C@]12C[C@H](CC(=O)NCCc3ccccc3OC)C(=O)N(Cc3ccc4c(c3)OCO4)C1=C[C@H](C(C)C)O[C@@H]2C1CC1	?
C[C@@H]1COc2cccc(F)c2S(=O)(=O)N1C	-25%
O=C(NCCN1C(=O)C2C3C=CC(C3)C2C1=O)c1cc(F)cc(F)c1 (stereo unspecified)	-15%
COc1ccccc1C(=O)N1CCCC(c2nc(-c3cccs3)no2)C1 (stereo unspecified)	9%
CCOC(=O)c1cccc(NC(=O)CN(C)S(=O)(=O)c2ccc(F)cc2)c1	11%
Cc1ccccc1NC(=O)Nc1ccc2c(c1)C(=O)N(C)[C@H]1CC[C@H](CC(=O)NCC3CC3)O[C@@H]1CO2	-3%
CN(C)[C@@H]1CCN(c2cccc3c2S(=O)(=O)N2CC[C@H](C2)O3)C1	-18%
NCCN1CCN(S(=O)(=O)c2ccc3c(c2)CCN3C(=O)C2CCC2)CC1	2%
CCc1noc(C)c1C(=O)N1CCN(CC(=O)OC)CC1	-19%
C#CCNC(=O)C[C@H]1C(=O)N(CCCOC)C2=CCCC[C@@]21C(=O)OCC	-2%
